Hsp70 displacement: Hsp70 inhibitors, probe displacement, primary screen, biochemical, fluorescence polarization (AID 583). Hsp70 fluorescence polarization probe displacement, mP; higher % means a stronger effect. displacement, % at 20 µM, or IC50 in µM where a hit was titrated. 0.06% of 140,000 active; in the data active means displacement above about 50%;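 further: plate controls were vehicle for no effect and reference ligand for full effect; a part of the inactive calls stands beside numbers as strong as those of hits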
Rat MKP-3 inhibitors: MKP-3 phosphatase inhibitors, primary screen, biochemical, rat enzyme, in vitro (AID 425) | recombinant MKP-3 phosphatase activity, fluorescence; higher % means a stronger effect | one-dose inhibition, % at 20 µM; IC50 in µM for titrated hits | 0.17% of 110,000 active; in the data active means inhibition above about 50%;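 further: plate controls were vehicle for no effect and reference inhibitor for full effect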
* marks the source's active call; other numbers are inactive results; nt = not tested or not shown; & = joins results of further samples. This is a subset. The share of hits here may be higher or lower than overall.

| Hsp70 displacement | Rat MKP-3 inhibitors | SMILES |
| --- | --- | --- |
| 1.4% | -4% | Cc1cc(NC(=O)Nc2ccc(F)c(Cl)c2)no1 |
| 4.6% | 1% | CN(C)c1cccc(C(=O)Nc2ccncc2)c1 |
| 5.4% | -5% | Cc1ccc(C(=O)OCC(=O)c2ccc(Cl)s2)s1 |
| 9.2% | nt | COc1ccc(NC(=O)c2cccc(S(=O)(=O)N3CCOCC3)c2)cn1 |
| 5.7% | 0% | CCC(C)c1ccc(NC(=O)/C=C/c2cccc([N+](=O)[O-])c2)c(O)c1 (configuration not stated) |
| 4.3% | 0% | COc1cccc(/C=C(\C#N)c2nc3ccccc3[nH]2)c1OCC#N |
| 6.5% | -2% | Cc1nn(CCO)c2c1C(=O)CCC2 |
| 6.6% | nt | Clc1ccc2c(NCc3ccco3)ncnc2c1 |
| -0.5% | -7% | CCOC(=O)N1CCC(NS(=O)(=O)c2ccc3c(c2)OCC(=O)N3)CC1 |
| 1.1% | nt | O=C(c1cccn2c(=O)c3cc4ccccc4cc3nc12)N1CCN(c2ccccc2)CC1 |
| -2.3%&-5.3% | -11%&2% | Cc1c(NS(=O)(=O)c2cccs2)c(=O)n(-c2ccccc2)n1C |
| 2.5% | 2% | CC1CN(S(=O)(=O)c2ccc(Cl)c(C(F)(F)F)c2)CC(C)O1 (configuration not stated) |
| -0.6% | 4% | Cc1cc(=O)oc(C)c1C(=O)NCCc1ccccc1 |
| -5.4% | -8% | Cn1c(=O)c2c(nc(N3CCOCC3)n2CC(=O)C23CC4CC(CC(C4)C2)C3)n(C)c1=O |
| -0.4% | -9% | Cc1ccc(C)c(N2CCN(c3ncnc4c3cnn4-c3ccccc3)CC2)c1 |
| -1.8%&2.0% | 3% | COc1ccc(C2SCC(=O)N2c2c(C)n(C)n(-c3ccccc3)c2=O)cc1OC (configuration not stated) |
| 4.8% | -12% | COCC(=O)Nc1nc2n(n1)C(c1ccc(OC)cc1)CC(c1ccc(OC)cc1)N2 (configuration not stated) |
| 0.0% | 1% | CCCCCN1C(=O)/C(=C2\SC(=S)N(NC(C)=O)C2=O)c2ccccc21 |
| -0.8% | 2% | COc1ccc(CCn2c(N)c(C(=O)NCc3ccco3)c3nc4ccccc4nc32)cc1OC |
| -1.3% | 2% | COCCOC(=O)C1=C(C)NC(=S)NC1c1ccccc1OC (configuration not stated) |
| -1.0% | 2% | CS(=O)(=O)Nc1ccc([N+](=O)[O-])cc1Oc1ccccc1 |
| -0.7% | 2% | O=[N+]([O-])c1ccc(N2CCN(S(=O)(=O)Cc3ccccc3)CC2)cc1NC1CC1 |
| 7.3% | -2% | COc1ccc(C(=O)Nc2cc(Cl)ccc2Cl)cc1NC(=O)c1ccccc1C |
| 8.0% | 2% | COc1ccc(CCNS(=O)(=O)c2ccc3c(c2)oc(=O)n3C)cc1OC |
| -0.2% | -3% | Cc1cc(Cl)ccc1OCC(=O)NCCO |
| -49% | 3% | CCOC(=O)C1=C(O)/C(=C/c2ccc(N(C)C)cc2)SC1=Nc1ccc(OC)cc1 |
| -7.1% | -2% | CCOC(=O)c1c(NC(=O)c2ccoc2C)sc2c1CCC2 |
| -5.3% | -6% | Cc1cc(NC(=O)CCN2C(=O)c3ccccc3C2=O)no1 |
| -0.7% | -2% | CCOc1cc(/C=C2/SC(=S)N(CC)C2=O)ccc1OCc1ccc(Cl)c(Cl)c1 |
| 2.9% | 3% | Cc1cccc(C)c1NC(=O)CN(c1ccc(F)cc1)S(=O)(=O)c1ccccc1 |

Complete entries as entered above.
Record of COc1ccc(NC(=O)c2cccc(S(=O)(=O)N3CCOCC3)c2)cn1 = Hsp70 displacement: 9.2%; Rat MKP-3 inhibitors: nt
Record of CCOC(=O)N1CCC(NS(=O)(=O)c2ccc3c(c2)OCC(=O)N3)CC1 = Hsp70 displacement: -0.5%; Rat MKP-3 inhibitors: -7%
Record of COc1cccc(/C=C(\C#N)c2nc3ccccc3[nH]2)c1OCC#N = Hsp70 displacement: 4.3%; Rat MKP-3 inhibitors: 0%

(further entries)
| Hsp70 displacement | Rat MKP-3 inhibitors | SMILES |
| --- | --- | --- |
| -2.6% | 6% | COc1ccc(N(CC(=O)Nc2ccc(I)cc2)S(C)(=O)=O)cc1 |
| 0.0% | 0% | COc1ccc(C=O)c2c(OC)cccc12 |
| -4.0% | 0% | COc1ccc2c(c1OC)C(=O)N(C(C)C(=O)O)C2=O (configuration not stated) |
| 8.7% | -1% | O=C(CSc1nnc(-c2cccnc2)n1Cc1ccco1)N1c2ccccc2Sc2ccccc21 |
| 4.7% | 4% | O=C(O)c1ccccc1-c1ccccc1C(=O)Nc1ccccc1-c1ccccc1 |
| 4.4% | 3% | CC(C(=O)O)N1C(=O)/C(=C/c2ccc([N+](=O)[O-])cc2)SC1=S (configuration not stated) |
| 5.7% | 1% | c1ccc(Cn2nnc3c(Nc4ccc5c(c4)OCO5)nc(C4CC4)nc32)cc1 |
| 2.6%&3.2% | -14%&4% | Cc1ccccc1N1CCN(C(=O)CN2C(=O)c3ccccc3C2=O)CC1 |
| -3.0% | 0% | COc1ccc2c(c1OC)C(=O)OC2Nc1ccc(S(N)(=O)=O)cc1 (configuration not stated) |
| 0.7% | -6% | COc1cccc(-c2nc3cc(C)ccc3o2)c1 |
| -1.0% | 0% | COc1ccc(NC(=O)Cn2nc(C)c3ccccc3c2=O)cc1 |
| 0.6% | -1% | COc1ccc(OCC(=O)Nc2cccc([N+](=O)[O-])c2)cc1 |
| 1.5% | nt | COC(=O)Nc1ccc2c(c1)OCO2 |
| 7.5% | 6% | O=C(COC(=O)CCOc1ccccc1)NCc1ccco1 |
| -2.0% | -6% | O=C(Nc1ccc2c(c1)OCO2)C1CCN(S(=O)(=O)c2cccc3cccnc23)CC1 |
| -3.9% | -5% | S=c1[nH]c2ccc(Cl)cc2[nH]1 |
| -3.6% | -6% | CCSc1nc2c(c(=O)n1CC)SC(C)C2 (configuration not stated) |
| -5.3% | 1% | CC1(C)OC2OC(COC(=O)c3ccccc3)C3OC(C)(C)OC3C2O1 (configuration not stated) |
| 1.8% | 6% | CCn1c(=S)sc2c(=O)n(-c3ccccc3)c(SC)nc21 |
| -2.7% | 2% | COc1ccc(C(=O)CSc2nnc(Cn3cnc4ccccc43)o2)cc1 |
| 3.8% | 3% | COc1cccc(C(=O)N2CCCC(c3nc(-c4cccs4)no3)C2)c1 (configuration not stated) |
| nt | -1% | Clc1ccc(-n2ncc3c(N4CCCCCC4)ncnc32)cc1 |
| -3.5% | nt | COC(=O)COc1ccc(S(=O)(=O)Nc2ccc(C(N)=O)cc2)cc1C |
| -4.5% | 5% | O=C(Nc1nc(-c2ccc(F)cc2)cs1)c1ccc(S(=O)(=O)N2CCCCCC2)cc1 |
| -1.1% | -8% | CC(C)(C)c1ccc(S(=O)(=O)NCCc2ccncc2)cc1 |
| -0.9% | -6% | CCOC(=O)c1c(C)[nH]c(C(=O)Cn2nnc(-c3ccc(Cl)cc3)n2)c1C |
| 1.1% | 1% | Cc1[nH]n(-c2ccccc2)c(=S)c1C=Nc1ccccc1O |
| -1.5% | 3% | Cc1ccc(-c2nc3cc(NC(=O)c4cccc([N+](=O)[O-])c4C)ccc3o2)cc1 |
| 3.4% | nt | CCOc1ccc(NC(=O)NCCCn2c(C)nc3cc(C)c(C)cc32)cc1 |
| -3.3% | -13% | O=C(NCCCn1ccnc1)NC(C(F)(F)F)C(F)(F)F |

(list continues)
| Hsp70 displacement | Rat MKP-3 inhibitors | SMILES |
| --- | --- | --- |
| 44% | 6% | CC1=C(C#N)c2nc(N)c(C#N)c(C)c2/C1=C/c1ccc(-c2cccc(C(=O)O)c2)o1 |
| -1.4% | -1% | CC1=NN(C(=O)c2ccc(N/C(C)=C/C(=O)C(F)(F)F)cc2)C(O)(C(F)(F)F)C1 (configuration not stated) |
| 3.5% | 4% | COc1ccc(C(=O)Nc2ccc(-c3nc4ccccc4c(=O)o3)cc2)cc1 |
| -80% | -1% | O=C1NC(=S)S/C1=C\c1cn(CCOc2ccccc2F)c2ccccc12 |
| -5.0% | nt | Cc1cc(C)n(-c2nc(-c3ccc(Cl)cc3)cs2)n1 |
| 5.7% | -2% | CCCCCc1c(C)nc(N2CCc3ccccc32)[nH]c1=O |
| -2.8% | -5% | COc1cc(CN(C)CC(=O)c2[nH]c(C)c(C(C)=O)c2C)ccc1OC(F)F |
| 0.2% | nt | COc1cccc(CNC(=O)CSCc2cnn(-c3ccccc3)c2-n2cccc2)c1 |
| 0.1% | -1% | CS(=O)(=O)N1CCN(Cc2ccccc2[N+](=O)[O-])CC1 |
| -4.1% | 0% | CCOC(=O)Cn1c(=O)oc2cc(S(=O)(=O)N3CCC(N4CCCCC4)CC3)ccc21 |
| 2.0% | -1% | Cc1ccc(NC2=NCC(=O)N2Cc2ccc3c(c2)OCO3)c(C)c1 |
| 1.3% | 6% | COc1cc(NC2c3ncccc3C(=O)N2Cc2ccco2)cc(OC)c1 (configuration not stated) |
| -3.1% | nt | Clc1cccc(Cl)c1NC1=NCCC1 |
| -0.7%&9.4% | -2%&21% | CC(=O)N(C(C)=O)c1cccc2c(N(C(C)=O)C(C)=O)cccc12 |
| -5.4% | 2% | NC(=O)C1CCN(S(=O)(=O)c2ccc3ccccc3c2)CC1 |
| -2.7% | 0% | COC(=O)c1cccc(Oc2nc3c(c(=O)n(C)c(=O)n3C)n2Cc2ccc(C)cc2)c1 |
| 3.2% | 6% | Cc1cccn2cc(CNC(=O)CC3CCCC3)nc12 |
| 6.6% | 7% | COc1ccc(S(=O)(=O)NC(CC(=O)N2CCc3ccccc32)c2ccco2)cc1 (configuration not stated) |
| -1.6% | -10% | COCCn1c(SCC#N)nnc1-c1ccccc1O |
| -5.6% | -1% | COc1ccc(C)cc1NC(=O)C1CCN(S(=O)(=O)c2cccc3cccnc23)CC1 |
| -3.0% | -3% | CCOC(=O)C(Oc1ccc(=O)[nH]n1)C(C)=O (configuration not stated) |
| 0.4% | -4% | C/C=C/Cn1c(SCc2ccccc2)nc2c1c(=O)[nH]c(=O)n2C |
| -1.3% | 3% | CCCNC(=O)n1ccc(C(=O)N2CCOCC2)n1 |
| -18% | 1% | C=CCN1C(=O)/C(=C\C=C\c2ccc(N(C)C)cc2)SC1=S |
| -1.8% | nt | O=CN(/C=C1\Sc2ccccc2C1=O)Cc1ccccc1 |
| 5.0% | -4% | COc1ccc(CCNC(=O)COc2cccc3ccccc23)cc1 |
| 3.9% | 6% | O=C(CSc1nnc(COc2ccccc2)o1)Nc1nccs1 |
| -6.2% | 2% | O=C(CSc1nnc2c(n1)[nH]c1ccccc12)Nc1ccccc1 |
| 3.1% | 0% | CCC(c1nnnn1CCOC)N1CCN(c2cccc(C(F)(F)F)c2)CC1 (configuration not stated) |
| 1.6% | 4% | Cc1c(OCC(N)=O)ccc2c1oc(=O)c1ccccc12 |

Three entries from above, reformatted.
compound	Hsp70 displacement	Rat MKP-3 inhibitors
C/C=C/Cn1c(SCc2ccccc2)nc2c1c(=O)[nH]c(=O)n2C	0.4%	-4%
CCCNC(=O)n1ccc(C(=O)N2CCOCC2)n1	-1.3%	3%
C=CCN1C(=O)/C(=C\C=C\c2ccc(N(C)C)cc2)SC1=S	-18%	1%

(list continues)
| Hsp70 displacement | Rat MKP-3 inhibitors | SMILES |
| --- | --- | --- |
| -0.8% | 4% | CN(C)CCNC(=O)COc1ccc(C23CC4CC(CC(C4)C2)C3)cc1 |
| nt | -4% | O=C(NCCN1CCNCC1)C(=O)Nc1ccc(Br)cc1 |
| -1.4% | -2% | c1ccc(-n2nnnc2SCc2cn3ccccc3n2)cc1 |
| 0.0% | 3% | Cc1cc(NC(=O)c2cccc3ccccc23)ccc1NC(=O)c1ccccc1 |
| -0.5% | -1% | COc1ccc(-c2nc(-c3ccc(NC(=O)c4ccc(Br)o4)cc3)no2)cc1OC |
| -2.6% | 4% | Cc1ccccc1C(=O)Nc1sc2c(c1C(=O)N1CCC(C)CC1)CCC2 |
| -2.4% | -2% | O=C(NCC1CCCO1)c1cnn2c1NC(c1ccco1)CC2C(F)(F)F (configuration not stated) |
| 4.4% | -7% | CC1(Cc2cn(CCC#N)c3ccccc23)OCCO1 |
| 2.8% | nt | COc1ccc(C2=NO[C@@H]3C(=O)N(Cc4ccccc4)C(=O)[C@H]23)cc1OC |
| 7.4% | 4% | Cc1ccsc1/C=C1\C(=O)NC(=O)N(c2ccc(Cl)cc2)C1=O |
| 0.5% | -20% | C=CCNc1oc(COc2ccc(C)cc2)nc1C#N |
| 1.6% | -2% | Cc1csc(SCC(=O)Nc2c(C)n(C)n(-c3ccccc3)c2=O)n1 |
| -2.5% | 5% | COc1cccc(C(=O)N2CCN(c3ccccn3)CC2)c1 |
| 3.8% | -16% | CC(C)(O)C#Cc1ccccc1C(=O)NC(CC(N)=O)C(=O)O (configuration not stated) |
| -1.3% | 1% | O=C(NCCOc1ccccc1)c1ccccc1C(F)(F)F |
| 1.6% | -8% | CN1C(=C2C(=O)OC(C)(C)OC2=O)Sc2ccccc21 |
| 7.3% | -12% | Cc1nc(NC(=O)c2cc3c(s2)CCCCC3)sc1C(=O)N(C)C |
| 3.5% | -7% | O=C(O)CNC1=NCCC1 |
| 2.5% | -6% | N#Cc1ccccc1NC(=O)COC(=O)c1ccc(S(=O)(=O)N2CCCC2)cc1 |
| -0.5% | nt | CCN(CC)CCNC1=CC(=O)OC12CCCCC2 |
| -4.5% | 3% | COc1ccc(CCNC(=O)CCN2C(=O)c3ccccc3C2=O)cc1OC |
| -0.3% | -3% | CCOC(=O)N1CCN(Cc2nc(-c3ccc(C)cc3)no2)CC1 |
| 6.9% | -2% | CC(C)NC(=O)C1CC(=O)N(c2ccc(Br)cc2)C1 (configuration not stated) |
| -4.9% | 7% | O=C1NC(=O)N(c2ccc(Cl)cc2)C(=O)/C1=C/c1ccsc1 |
| 4.1% | 1% | CCOc1cc(/C=N/NC(=O)Cc2cccc3ccccc23)cc(I)c1O |
| 0.3% | 6% | O=C1NC(=S)S/C1=C\c1ccc(Oc2ccc([N+](=O)[O-])cn2)cc1 |
| 0.7% | -1% | O=C(Nc1ccccn1)[C@@H]1C2C=CC(C2)[C@@H]1C(=O)O (some centres not stated) |

Bioassay records deposited in PubChem by Sanford-Burnham Center for Chemical Genomics.
